FBW7 act: FBW7 E3 ligase activators, primary screen, biochemical, AlphaScreen, human; AlphaScreen FBW7–phospho-cyclin E peptide binding, activator screen; normalized activity (activation), % at 26.1 µM; 650,000 compounds, 0.13% hits; in the data active = normalized activity above about 1.9%;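 also: purified mutant Fbw7 with reduced substrate affinity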
TEAD-YAP block: TEAD-YAP interaction inhibition, primary screen, TEAD-YAP interaction inhibitor project, luminescence, HEK-TIYL cells; TEAD-Gal4/YAP UAS-luciferase luminescence; inhibition, % at 9.12 µM; 640,000 compounds, 1.4% hits; AID 1259422, 2018; in the data active = inhibition above about 32%;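 also: 0% = median of test compound wells and 100% = reference inhibitor wells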
GPR151 activ: activators of human GPR151, primary screen, cell-based, PathHunter beta-arrestin, luminescence; PathHunter beta-arrestin GPR151 cells; activation, % at 11.2 µM; 650,000 compounds, 1% hits; G-protein coupled receptor 151 (Homo sapiens), Q8TDV0; in the data active = activation above about 4.9%;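 also: 0% = median of compound wells and 100% = cells with positive control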
Target sequence (Q8TDV0 whole entry, looked up): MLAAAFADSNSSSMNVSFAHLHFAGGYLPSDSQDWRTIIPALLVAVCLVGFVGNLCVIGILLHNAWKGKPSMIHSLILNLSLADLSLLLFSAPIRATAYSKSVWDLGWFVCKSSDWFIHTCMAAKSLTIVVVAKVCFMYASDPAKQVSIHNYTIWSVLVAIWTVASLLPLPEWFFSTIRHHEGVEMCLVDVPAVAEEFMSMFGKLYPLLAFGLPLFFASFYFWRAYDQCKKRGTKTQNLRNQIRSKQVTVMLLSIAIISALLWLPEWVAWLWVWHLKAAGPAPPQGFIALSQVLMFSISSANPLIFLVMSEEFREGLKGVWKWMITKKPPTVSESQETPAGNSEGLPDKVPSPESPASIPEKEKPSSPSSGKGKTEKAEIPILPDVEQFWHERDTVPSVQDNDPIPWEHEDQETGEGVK
MITF inh: MITF inhibitors, primary screen, biochemical, AlphaScreen, human; Microphthalmia-associated transcription factor (Homo sapiens), O75030; AlphaScreen MITF homodimerization, bead proximity signal; inhibition, % at 2.6 µM; 650,000 compounds, 0.91% hits; in the data active = inhibition above about 50%;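 also: 0% = vehicle wells with protein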
Target sequence (O75030 whole entry, looked up): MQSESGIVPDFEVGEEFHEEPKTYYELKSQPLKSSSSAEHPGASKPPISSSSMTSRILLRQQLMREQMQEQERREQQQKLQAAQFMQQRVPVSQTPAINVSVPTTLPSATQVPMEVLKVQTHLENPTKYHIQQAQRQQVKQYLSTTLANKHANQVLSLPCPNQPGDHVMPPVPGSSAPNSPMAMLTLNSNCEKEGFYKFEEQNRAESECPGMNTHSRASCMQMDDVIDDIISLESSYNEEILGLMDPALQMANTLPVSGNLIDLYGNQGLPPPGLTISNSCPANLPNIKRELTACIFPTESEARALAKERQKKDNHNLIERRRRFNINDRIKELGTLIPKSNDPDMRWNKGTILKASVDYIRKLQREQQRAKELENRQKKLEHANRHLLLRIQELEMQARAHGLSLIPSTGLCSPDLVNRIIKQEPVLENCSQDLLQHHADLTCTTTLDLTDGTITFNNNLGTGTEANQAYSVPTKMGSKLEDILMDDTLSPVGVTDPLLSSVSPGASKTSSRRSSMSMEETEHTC
Numbers without * were called inactive; & = joins results of further samples.

mol	FBW7 act	TEAD-YAP block	GPR151 activ	MITF inh
CCC(=O)N(Cc1cc2ccc(C)c(C)c2[nH]c1=O)CC1CCCO1 (stereo unspecified)	-0.1	-8	0.2	-7
CCCCCCCC(=O)N1c2ccccc2NC(=O)C1CC(=O)Nc1ccc(C)cc1 (stereo unspecified)	-0.1	2	3.1	7
NC(=O)CC1(C(=O)O)NC(c2ccccc2O)C2C(=O)N(c3ccccc3[N+](=O)[O-])C(=O)C21 (stereo unspecified)	-0.2	-1	-1.5	-8
COC(=O)[C@@H]1[C@H]2C[C@H]3c4[nH]c5ccccc5c4CCN3C[C@@H]2CC[C@@H]1O	0.0&-0.1&-0.2&1.1	-17&7	-0.5&-1.2&1.6&-1.1	12&0&5&21
NC(=O)CN1CCC2(CC1)CC(=O)c1cc(Cl)ccc1O2	1.0	-7	0.0	21
COc1ccccc1C(=O)Nc1ccc2c(c1)CN(Cc1cccnc1)CC2	0.3	-12	-2.2	17
COCCOC(=O)c1ccc(NC(=O)c2cc(OC)c(OC)c(OC)c2)cc1	0.1	-5	-0.2	1
O=C(NC(=S)NCc1ccco1)c1ccc2c(c1)OCO2	0.2	-16	1.2	21
Cc1cc(C)nc(NCCO)n1	0.1	1	-0.2	9
Cc1ccccc1OCC(=O)Nc1ccc(-c2nc3ccccc3s2)cc1	0.0	-3	1.0	-6
C[C@H]1C(=O)N2CCN(C(=O)c3ccc(C(F)(F)F)cc3)C[C@@H]2C(=O)N1C	-0.1	0	-0.1	15
CNC(=S)N/N=C\c1ccc(OCc2ccccc2)c(OC)c1	-0.1	-23	0.9	-3
CNS(=O)(=O)c1cccc(C(=O)OCC(=O)Nc2cc(OC)cc(OC)c2)c1	-0.1	4	1.5	12
C=CCNC1CCN(c2ccc(C(=O)NCc3ccc4c(c3)OCO4)cc2)CC1	0.3	9	-0.9	12
Nc1ccc2nc(SCC(=O)N3CCOCC3)sc2c1	0.1	-19	1.1	13
COCCn1nnnc1C(c1ccc(OC)cc1)N1CCN(C(=O)c2ccco2)CC1 (stereo unspecified)	-0.1	10	-0.2	10
C=CCn1c(=O)c(C(=O)Nc2ccc(N)cc2)c(O)c2ccccc21	-0.2	-1	0.5	9
CCC(=O)Nc1ccc(NC(=O)CSc2nnnn2CC)cc1C	0.1	7	3.1	5
CC(C)[C@H]1CN(C)CCN1C(=O)CCc1nnc(CCC2CCCCC2)o1	-0.3	-19	3.5	-2
COc1ccc(/C=C2\N=C3CCCCCN3C2=O)cc1OC	0.0	-12	0.7	-3
O=C(NCC(c1cccs1)S(=O)(=O)c1ccccc1)c1cccc(F)c1 (stereo unspecified)	0.6	6	-1.3	17
COc1ccc(CSc2nnnn2-c2ccccc2)cc1	0.3	2	-0.1	8
COc1ccccc1/C=C(/C#N)c1nc2ccccc2[nH]1	0.0	-12	-0.8	11
CS(=O)(=O)c1ccc2nc(NC(=O)c3ccccc3[N+](=O)[O-])sc2c1	0.3	-2	-1.6	14
COc1ccc(CC(=O)NC(CC(C)C)c2nc3cccnc3n2C)cc1 (stereo unspecified)	0.0	1	-0.6	9
CC1=C(C(=O)Nc2ccc(F)c(F)c2)C(c2ccc(N(C)C)cc2)NC(=O)N1 (stereo unspecified)	-0.1	-5	-1.1	3
O=C(NCCCN1CCOCC1)c1ccc(N2CC3CC(C2)c2cccc(=O)n2C3)c(NC(=O)c2cc3ccccc3oc2=O)c1 (stereo unspecified)	0.1	-2	1.2	8
COc1ccc(Cl)cc1NC(=O)c1ccc(C(=O)O)cc1C(=O)O	0.0	3	-0.2	10
COC(=O)C1=C(N)OC2=C(C(=O)CC(C)(C)C2)C1c1ccc(Cl)cc1Cl (stereo unspecified)	0.0	-2	-0.9	7
CC(C)Cc1ccc(C(=O)NCC2OCCc3ccccc32)cc1 (stereo unspecified)	0.3	-11	-1.3	17

(more compounds)
mol	FBW7 act	TEAD-YAP block	GPR151 activ	MITF inh
COc1cc(C(=O)/C=C/Nc2ccccc2Cl)cc(OC)c1OC	0.1	-7	-0.4	12
Cc1cc(C)c(CSc2nnc(-c3ccccc3)o2)c(C)c1	0.3	-3	0.0	5
CC(=O)n1cc(C=C2C(=O)NC(=S)NC2=O)c2ccccc21	0.6	13	4.4	6
Cc1ccc(-n2c(=O)c(C#N)cc3c(=O)n4cccc(C)c4nc32)cc1Cl	0.1	3	0.3	-7
O=c1oc2ccc(Cl)cc2c(=O)n1-c1ccc(F)cc1	0.1	31	-9.1	-2
O=C(CCc1ccccc1)COC(=O)c1ccc(Br)cc1	0.0	0	1.8	-8
COc1ccc(-n2c(=S)[nH]c3cc(C(=O)Nc4ccc(OC)cc4OC)ccc3c2=O)cc1	0.7	-7	2.0	-4
CN(Cc1ccccc1)C(=O)CCC1CCN(C(=O)CCn2cncn2)CC1	0.0	0	-0.4	-14
CCCC(C)c1nnc(NC(=O)c2ccccc2[N+](=O)[O-])s1 (stereo unspecified)	-0.1	-1	1.3	-8
O=C(N/N=C/c1cc2c(cc1Br)OCO2)C(=O)NC1CC1	0.2	7	-1.3	13
CN1C(C(=O)NCC2CCCO2)=CC(c2ccc(F)cc2)=NS1(=O)=O (stereo unspecified)	-0.2	1	2.2	0
CCOC(=O)c1ccc2c(c1)[C@@H]1C=CC[C@@H]1[C@H](c1cccc(OC)c1OC)N2	0.5	-19	0.7	4
OCCN1CCN(CC/C=C2/c3ccccc3Sc3ccc(C(F)(F)F)cc32)CC1	0.0	-9	4.0	8
Cc1ccc(CN2CCC(C(=O)Nc3ccc(-c4nc5ccccc5o4)cc3)CC2)o1	-0.2	-1	-1.8	-5
CCOC(=O)COc1ccc(C2NC(=O)NC(C)=C2C(=O)OC)cc1OC (stereo unspecified)	0.1	0	0.6	1
COc1cccc(C2Nc3cc(Cl)c(S(N)(=O)=O)cc3S(=O)(=O)N2)c1 (stereo unspecified)	0.2	-3	1.1	2
CCCCOC(=O)C(C)Nc1n[nH]c(=O)[nH]c1=O (stereo unspecified)	0.0	7	-0.4	-2
COc1ccc2oc(=O)c(C(=O)Nc3ccc(I)cc3)cc2c1	0.2	-2	2.3	0
CC(C)(O)C#Cc1ccc(C(=O)Nc2ccc(OC(F)(F)F)cc2)cc1	0.0	20	2.0	-8
O=C(COc1ccccc1)N1CC[C@H]2[C@H](CCCN2C2CCSCC2)C1	-0.1	-5	1.0	16
CC(=O)NC1CCN(CC(=O)Nc2nccs2)CC1	0.0	-9	-1.2	-5
O=C(NN1CCOCC1)c1cccc2c1C(=O)N(Cc1cccnc1)C2	0.0	-1	0.0	-4
Cc1ccc(S(=O)(=O)NCC(=O)N/N=C/c2ccc(Cl)cc2Cl)cc1	0.4	5	2.9	15
CCOC(=O)C1=C(C)N=c2s/c(=C/c3cc(Br)ccc3OC(C)=O)c(=O)n2C1c1ccc(OC)c(OC)c1 (stereo unspecified)	1.0	2	-0.6	14
COc1ccc(-c2nc(C)c(C(C)=O)s2)cc1	0.2	-58	-7.0	-6
COC1CCN(C(=O)c2cc(Cl)cc(Cl)c2)CC1	-0.1	8	0.8	-1
Cc1cc(NCCCN)n2nc(-c3ccc(Cl)cc3)cc2n1	0.0	-13	-0.8	-3
CC(C)c1ccc(C(C(=O)NC(C)(C)C)N(Cc2ccco2)C(=O)c2csnn2)cc1 (stereo unspecified)	0.6	-2	-0.5	9
CCOC(=O)CCN(Cc1ccccc1)S(=O)(=O)c1ccc(C)cc1	-0.1	4	0.1	-3
O=C(NNC(=O)c1cccnc1)c1ccc(Cl)cc1	0.0	-2	0.2	12

(cont.)
mol	FBW7 act	TEAD-YAP block	GPR151 activ	MITF inh
C=CCC1(CC=C)CCCN1C(=O)CC1C(=O)NCCN1CCC(C)C (stereo unspecified)	0.0	-7	-0.3	-1
Cc1cc(O)cc(=O)o1	0.3	-12	-0.1	26
COCCCn1c(-c2cccc([N+](=O)[O-])c2)nc(=S)c2c1CCCC2	0.0	3	-0.6	5
CCOC(=O)c1oc2ccccc2c1NC(=O)COc1ccccc1OC	0.0	1	-0.3	2
CC(=O)c1ccc(NC(=O)CCS(=O)(=O)c2ccc(Cl)cc2)cc1	0.0	-20	-1.8	19
O=C(N[C@H]1C[C@H]2C(=O)N[C@@H](Cc3ccc(Cl)cc3)C(=O)N2C1)c1cc(F)c(F)cc1F	1.0	-9	1.1	9
CCN(CC)S(=O)(=O)c1ccc(Cl)c(C(=O)Oc2ccc([N+](=O)[O-])cc2)c1	0.0	1	-0.8	1
CCNC(=O)COC(=O)c1ccc(Cl)c(N)c1	-0.2	-7	-1.6	4
CCOC(=O)c1cnc2cc(C(F)(F)F)ccc2c1Nc1ccc(F)cc1F	0.0	-8	-0.7	2
Cn1c(=O)n(CC(N)=O)c(=O)c2c1nc(Br)n2Cc1ccccc1Cl	1.2	9	-0.4	16
O=C1CCCc2c1cc(C(=O)NCc1ccco1)c(=O)n2-c1ccc(Cl)cc1	-0.2	-9	-1.4	-2
Cc1nc2c3ccccc3nc(SCc3cc(=O)n4cc(Br)ccc4n3)n2n1	0.8	7	0.2	16
COC(=O)CSC(C)C(=O)Nc1nnc(C)s1 (stereo unspecified)	0.0	-10	-0.8	10
COc1cc(NC(=O)Nc2ccc([N+](=O)[O-])cc2OC)c(OC)cc1Cl	0.4	8	0.9	14
O=C(NNC(=O)C12CC3CC(CC(C3)C1)C2)c1cc(-c2ccco2)[nH]n1	0.0	6	-0.4	-4
Clc1ccccc1CSc1nnc2c3ccccc3n(Cc3ccccc3)c2n1	0.0	7	0.7	18
O=C(CN1CCCCCC1)Nc1ccc2ccccc2c1	-0.1	-59	-0.7	-9
O=C(Nc1cc(Cl)ccc1O)c1cc2nc(-c3ccc4c(c3)OCO4)cc(C(F)(F)F)n2n1	-0.2	-7	-2.2	1
CS(=O)(=O)N(CC(=O)NC1CCCCCC1)Cc1ccccc1	-0.3	-7	0.9	1
O=C(Cc1ccccc1)OCc1ccc(Cl)cc1	0.1	2	0.0	-13
Cc1cccc(Nc2ccc(N3CCN(C(=O)Nc4ccccc4F)CC3)nn2)n1	1.0	10	-1.4	20
COc1ccccc1NS(=O)(=O)c1ccc2c(c1)n(C)c(=O)n2C	0.2	2	3.2	-6
OCCC1CN(Cc2ccc(F)cc2)CCN1Cc1ccccc1F (stereo unspecified)	0.0	-7	-1.1	3
COc1ccc(N(CC(=O)NCCSc2ccc(Cl)cc2)S(=O)(=O)c2ccc(C)cc2)cc1	0.6	0	-0.8	16
O=C(OCc1ccc(F)cc1)c1ccc(-n2nnnc2SC(c2ccccc2)c2ccc(Cl)cc2)cc1 (stereo unspecified)	0.1	4	-0.2	-15
Cc1ccc(NC(=O)Nc2ccc(F)cc2)cc1Cl	-0.1	-46	-1.5	9
O=C(N[C@H]1C[C@H]2C(=O)N[C@@H](Cc3ccccc3)C(=O)N2C1)c1cc(F)c(F)cc1F	0.0	0	-1.2	4
CCOC(=O)/C(C(N)=NCCO)=C(/O)c1ccccc1	0.8	-7	-1.4	12
Cc1ccc(NC(=O)c2cc(S(=O)(=O)N3CCCC(C(=O)O)C3)ccc2F)cc1F (stereo unspecified)	-0.2	2	-0.5	8
N#CC1=C(N)Oc2cc(N)ccc2C1c1cccc(Cl)c1 (stereo unspecified)	0.1	1	-1.1	6

Full records, quoted from the list. Order of screens: FBW7 act | TEAD-YAP block | GPR151 activ | MITF inh
Record of `Cc1cc(O)cc(=O)o1` = 0.3 | -12 | -0.1 | 26
Record of `O=C(N[C@H]1C[C@H]2C(=O)N[C@@H](Cc3ccc(Cl)cc3)C(=O)N2C1)c1cc(F)c(F)cc1F` = 1.0 | -9 | 1.1 | 9
Record of `N#CC1=C(N)Oc2cc(N)ccc2C1c1cccc(Cl)c1` (stereo unspecified) = 0.1 | 1 | -1.1 | 6
Record of `CCOC(=O)/C(C(N)=NCCO)=C(/O)c1ccccc1` = 0.8 | -7 | -1.4 | 12
Record of `OCCC1CN(Cc2ccc(F)cc2)CCN1Cc1ccccc1F` (stereo unspecified) = 0.0 | -7 | -1.1 | 3

The listing continues.
mol	FBW7 act	TEAD-YAP block	GPR151 activ	MITF inh
Cc1ccccc1CN1C(=O)C(O)(CC(=O)c2ccc(Cl)cc2)c2ccccc21 (stereo unspecified)	-0.1	-3	0.3	2
Cc1ccccc1-n1nc2c(c1NC(=O)C13CC4CC(CC(C4)C1)C3)CS(=O)C2 (stereo unspecified)	0.1	-9	2.0	3
Cc1cccc(Nc2nc(NCCC3=CCCCC3)nc(N3CCOCC3)n2)c1	-0.1	3	-0.3	-1
O=C(Nc1nccs1)C1Cc2ccccc2CN1S(=O)(=O)c1ccc(F)cc1 (stereo unspecified)	-0.1	-33	0.3	-10
Cc1sc2ncn(CCC(=O)O)c(=O)c2c1C	0.2	2	0.4	3
CCOC(=O)C1=C(N)N(c2ccc(Br)cc2)C2=C(C(=O)CCC2)C1c1ccsc1 (stereo unspecified)	0.6	-18	0.2	12

High-throughput results (PubChem)

Rows were taken by chance (roughly 3.4% active in at least one column).
